Screens as filed in PubChem BioAssay.
Pf Dd2 growth = blocks in vitro growth of P. falciparum Dd2; P. falciparum Dd2 growth, SYBR Green, 72 h; Potency, µM (titrated, usually from 28.9 µM), for inactives: at the highest dose activity, negative = inhibition, most hits filed as inhibitors; hit rate 4.3% among 120,000; active = well fitted inhibition curve with a large enough effect; inconclusive = small, poorly fitted or top-dose-only effect; inactive = no such curve, though single readings can be large or run the other way;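 also: plate controls were DMSO vehicle for no effect and reference drug for full effect; nearly all actives have a fitted effect of over 65% in size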
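Infected erythrocytes (Dd2, 0.3% parasitemia, 2.5% hematocrit final) are added to compound in RPMI-1640/Albumax II medium, grown 72 h at 37C in low oxygen, then lysed with saponin/Triton-X containing SYBR Green and read by fluorescence.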
* marks the source's active call; other numbers are inactive results; i = inactive; ? = inconclusive; [ ] = another dose, or the depositor's remark. Potency is read from the fitted curve at half-maximal effect. A portion of the library; the hit share may differ from the screen's.

SMILES | Pf Dd2 growth
O=C(NC1CCCCC1)N1CCC(Cc2nc(-c3ccccc3)n[nH]2)C1 (stereo not given) | i
Cc1cccc(NC(=O)Cn2nc(N3CCN(c4ccccc4)CC3)ccc2=O)c1C | -5%
CSc1ncc(C(=O)N2CCN(c3ccc(Cl)cc3)CC2)c(C)n1 | 50%[activator]
Cn1cc(-c2ccsc2)c2nc(CN3CCNC(=O)C3)cn2c1=O | i
CC(C)NCC1(COc2ccccc2)C[C@@H](O)[C@@H](O)C1 (stereo not given in full) | i
COc1ccc(OC)c(NC(=O)Cn2cc(C(=O)c3ccccc3)c3ccccc32)c1 | i
O=C(CCn1nnnc1CN1CCOCC1)N1CCN(c2nc3ccccc3s2)CC1 | -2%
COc1ccc(-c2nc(CN3CCC(C(=O)NCCCN4CCN(c5ccccc5F)CC4)CC3)c(C)o2)cc1OC | 10µM*
COCCc1noc(C2CN(C(=O)COc3ccc(F)cc3)C2)n1 | -4%
CCn1cc2nc(SCc3ccccc3Cl)n(Cc3ccc(OC)cc3)c(=O)c2n1 | ?
CCCN(CCC)C(=O)[C@H]1CCC[C@H]1NC(=O)c1ccc(OC)nc1 | -11%
COC[C@@H]1CN(C(=O)c2ccc(Cl)cc2OC)C[C@H]1C(N)=O | 5%
COC[C@@H]1[C@H](C(=O)Nc2ccc(N3CCOCC3)cc2)CCC(=O)N1C | i
CCOC(=O)C1CCCN(C(=O)c2nn(-c3ccc(OC)cc3)c(=O)c3c2c2ccccc2n3C)C1 (stereo not given) | ?
CCN(C(=O)c1cn(-c2cccc(OC)c2)c(=O)c2ccccc12)c1ccccc1C | -15%
O=C(Cc1ccccn1)N1CCCC(c2nn(-c3ccccc3)c(=O)[nH]2)C1 (stereo not given) | -4%
O=S(=O)(c1ccccc1)c1nc(-c2ccc(F)cc2)oc1NCc1ccccc1 | -10%
CC1(c2noc(C3CC3)n2)CCN(C(=O)CCC(=O)N2CC(=O)Nc3ccccc32)CC1 | ?
Cc1ccc(C(=O)N2CCC3(CC2)CC(N(C(=O)NC(C)C)C2CC2)CCO3)cn1 (stereo not given) | -1%
CC1CCC2(CC1)OCC(C(=O)NC1CCCCC1)N2C(=O)c1ccc(F)cc1 (stereo not given) | ?
O=Cc1cccc(-c2cccc(C(F)(F)F)c2)c1 | i
COc1ccc(Nc2cnc3ccc(-c4ccc(F)cc4)nn23)cn1 | ?
O=C(NCc1ccccc1)C(=O)NCC(c1cccs1)S(=O)(=O)c1cccs1 (stereo not given) | 24%
CCc1cccc(C)c1NC(=O)Cn1ccn2nc3c(c2c1=O)CCCC3 | i
CCN(CC)C(=O)COc1ccc(-c2nnc(Nc3ccc(OC)c(C(=O)NC)c3)c3ccccc23)cc1 | ?

Continued.
SMILES | Pf Dd2 growth
CCOc1ccc(CCNC(=O)CN2C(=O)COc3ccc(S(=O)(=O)N4CCC(C)CC4)cc32)cc1 | ?
CC(C)(C)c1ccc(C(=O)N2CCC3(C2)NC(=O)N(Cc2ccc(Cl)cc2)C3=O)cc1 (stereo not given) | ?
Cc1noc2c(N(C)C)cc(-c3cccc(C(F)(F)F)c3)nc12 | ?
O=C(Nc1ccc2n(c1=O)C[C@H]1C[C@@H]2CN(C(=O)COc2ccccc2)C1)c1cccs1 | ?
CC(C)CCN1CCC2(CC1)NC(=O)c1ccccc1O2 | -12%[44.1 µM]
CC(=O)Nc1ccc(NC(=O)C2CCN(c3cnccn3)CC2)cc1 | i
O=C(OCc1cc(=O)n2nc(-c3cccs3)sc2n1)c1ccccc1 | -15%
COCC(=O)N1CCC(C(=O)NCC2COc3cc(OC)ccc3C2)CC1 (stereo not given) | -2%
COc1ccccc1N1CCN(C(=O)c2sc3nc4n(c(=O)c3c2C)CCC4)CC1 | ?
CC(C)CNc1cc(NC2CCCCC2)c2c3c(onc13)-c1ccccc1C2=O | ?
COc1ccc(C)cc1N(C)C(=O)c1sc2nc3n(c(=O)c2c1C)CCCCC3 | -7%
CCc1ccc(C2CC(=O)Nc3cc4c(cc32)OCO4)cc1 (stereo not given) | 0%
CCOc1ccccc1NC(=O)Nc1cc(C(=O)NCc2ccc(C)cc2)ccc1N1CCCC1 | 17%
COC(=O)c1ccccc1NC(=O)COCc1cc(-c2cccs2)on1 | 105%[activator]
Cc1cc(C)cc(-n2ccnc2SCC(=O)Nc2cccc3ccccc23)c1 | -3%
CCN(C(=O)CN1C(=O)NC2(CCC(C)CC2)C1=O)c1ccccc1 (stereo not given) | -58%
Cn1cnnc1CC1CCN(C(=O)c2cn3cc(Cl)ccc3n2)CC1 | -6%
O=C1NC2(CCN(Cc3ccc(C(F)(F)F)cc3)CC2)Oc2ccccc21 | i
Cc1cccc(C)c1OCC(=O)Nc1ccc(Cl)cc1C(=O)c1ccccc1 | -30%
COc1ccc(-c2cc(N3CCC(NC(=O)c4ccc5c(c4)OCO5)C3)n[nH]2)cc1 (stereo not given) | -4%
Cc1nc(C)c(C(=O)N[C@@H]2CN(Cc3cccnc3)C[C@H]2CN(C)C)s1 | i
Cc1ccc(C)c(C(=O)N2CCC(C3CCN(C)CC3)C2)c1 (stereo not given) | 15%
CCn1nccc1C(=O)N1C[C@@H](Oc2cccnc2)C[C@@H]1C(=O)NCCOC | i
CN1CC2(CCN(C(=O)c3n[nH]c4ccccc34)CC2)CC1C(=O)N1CCOCC1 (stereo not given) | 9%
CN1CCCCCCN(Cc2ccccn2)[C@H]2CCC[C@H]2C1=O | ?

Reformatted with tabs: entries from further up
SMILES	Pf Dd2 growth
CCCN(CCC)C(=O)[C@H]1CCC[C@H]1NC(=O)c1ccc(OC)nc1	-11%
COC[C@@H]1CN(C(=O)c2ccc(Cl)cc2OC)C[C@H]1C(N)=O	5%

The results go on:
SMILES | Pf Dd2 growth
O=C(NCCc1ccccc1)c1ccc2c(c1)N(Cc1ccccc1)C(=O)c1ccccc1S2=O (stereo not given) | ?
CCOC(=O)C1CCCN(C(=O)c2cnc3cc(C)nn3c2)C1 (stereo not given) | -2%[44.1 µM]
COc1ccc(C2Cn3nnc(-c4noc(-c5ccco5)n4)c3CO2)cc1 (stereo not given) | ?
CCCNC(=O)C(NC(=O)c1ccc(OC)cc1)C1CCN(C(=O)c2ccccc2OC)CC1 (stereo not given) | -24%
C=CCOC(=O)C1=C(C)N=C2SC=C(CC(=O)N3CCOCC3)N2C1c1ccc(C)cc1C (stereo not given) | i
COCCNC(=O)[C@H]1C[C@H](Oc2cccnc2)CN1C(=O)NCCc1ccccc1 | 11%
CN(C(=O)Cn1cc(S(=O)(=O)N2CCN(c3ccccc3F)CC2)c2ccccc2c1=O)c1ccc(Cl)cc1 | ?
CCCCOc1ccccc1C(=O)Nc1onc2c1CCCC2 | -18%
Cc1ccc(C(=O)N(CC(C)C)CC2CN(C(=O)c3ccc4c(c3)OCO4)CCO2)cc1 (stereo not given) | i
Cn1nc2n(c1=O)CCC(NC(=O)c1cc(C3CC3)[nH]n1)CC2 (stereo not given) | 69%[activator]
O=C(O)CCC(=O)N1CCC2(Cc3ccccc3N(C(=O)C3CCCC3)C2)C1 (stereo not given) | 21%
COC(=O)C1=C(C)N=C2SC=C(CC(=O)NCc3ccccc3)N2C1c1cccc(F)c1 (stereo not given) | ?
CCN(c1ccccc1)S(=O)(=O)c1ccc(NC(=O)c2nc(SC(C)C)ncc2Cl)cc1 | ?
COCC(=O)N1CCN(C(=O)C2CCCCC2)[C@@H](C(=O)OC)C1 | 6%[44.1 µM]
Cc1ccccc1Oc1ncccc1CNC(=O)CCc1c(C)nn(C)c1C | -18%
CC(C)(C)C(=O)N1CCC(n2c(=O)[nH]c3ccccc32)CC1 | ?
COc1ccccc1NC(=O)N1CCc2cc(OC)c(OC)cc2C1CNC(=O)NC(C)(C)C (stereo not given) | ?
COc1ccc(C2(C(=O)NCc3ccsc3)CCOCC2)cc1 | 12%
Cc1noc(C)c1[S+](=O)([O-])N1CCCC2(CC(Cc3ccccc3)=NO2)C1 (stereo not given) | 16%
CCCC(=O)N1CCc2cc(OC)c(OC)cc2C1COc1ccc2c(C)cc(=O)oc2c1 (stereo not given) | 7.1µM*
CCOCC(=O)N1CCCC(c2nc(-c3ccccc3)no2)CCNC(=O)CC1 (stereo not given) | 14%
CC1CCC2(CC1)NC(=O)N(CC(=O)Nc1ccc(Cl)cc1C(F)(F)F)C2=O (stereo not given) | i
CNC(=O)[C@@H]1C[C@@H](n2cc(CNC(=O)Nc3cccc(Cl)c3C)nn2)CN1 | 0%
CCNC(=O)N1CCCN(C(=O)C2CC2)C(c2ccccc2)CC(=O)NCC1 (stereo not given) | 12%
COc1ccc(F)cc1Nc1cnc2ccc(N(C)Cc3cccnc3)nn12 | ?

Following part
SMILES | Pf Dd2 growth
Cc1nc(C(=O)N2C[C@@H](COCC3CC3)[C@H](c3ccccn3)C2)co1 | -6%
COc1ccc(C2=CC(c3ccccc3Cl)n3nc(-c4ccc(Cl)cc4)nc3N2)cc1 (stereo not given) | ?
CN(C)c1cccc(-c2nccc3c(=O)cc(-c4cn[nH]c4)oc23)c1 | ?
O=C(NCC1CC1)C1CCc2ncc(-c3ccc(F)cc3)n2C1 (stereo not given) | i
C[C@@H]1CN(C(=O)Cn2ncc(N3CCc4ccccc4C3)cc2=O)C[C@H](C)O1 | -11%
COCCN1C[C@H]2CN(Cc3ccc(C(=O)O)cc3)CCN2C1=O | -23%[44.1 µM]
Cc1cnc(CC2CCCN(C(=O)N(C)C)C2)n1C(C)C (stereo not given) | -11%
Cc1ccc(C(=O)N2CC(c3nnc(-c4ccncc4)o3)C3(CCOCC3)C2)cc1F (stereo not given) | i
Cc1ccccc1NC(=O)N1CCC(CCNC(=O)c2ccc3nc[nH]c3c2)CC1 | ?
Cc1ccc(NC(=O)CSc2cn(CC(=O)N3CCCCCC3)c3ccccc23)cc1 | -2%
O=C(Cc1ccccn1)N1CCN(c2nc3ncccc3o2)CC1 | -16%[44.1 µM]
N#Cc1ccc(C(=O)N[C@H]2CCOC[C@H]2C2CCOCC2)cn1 | 1%
O=C(NCC1CCCO1)c1ccc(CN2C(=O)NC3(CCOCC3)C2=O)cc1 (stereo not given) | 31%
Cc1ccc(NC(=O)[C@H]2CCC[C@H]2NC(=O)c2cnc(C)cn2)cc1 | -23%
Cc1cnc(C2CCN(C(=O)NCC(C)C)C2)n1C(C)C (stereo not given) | -16%
COc1cccc(CCC(=O)N2[C@@H]3CC[C@H]2CC(NC(=O)c2ccc(F)cc2)C3)c1 (stereo not given in full) | ?
COCCN1C(=O)CO[C@H]2CN(CCCc3ccccc3)C[C@H]21 | ?
CCN(CC)C(=O)N1CC(Oc2ccc(-c3noc(COC)n3)cc2)C1 | -5%
O=C(Nc1ccc(F)cc1)Nc1nnc(SCC(=O)N2CCCCC2)s1 | ?
CCn1cc(C(=O)NCc2ccc(Cl)cc2)c(=O)c2cc(S(=O)(=O)N3CCc4ccccc4C3)ccc21 | -18%
CN1CC(=O)N(C2CCCNC2)Cc2c(NC3CCCCC3)ncnc21 (stereo not given) | 5%
CC(C)CCN1C[C@H]2[C@H](C1)[S+](=O)([O-])C(C)(C)C(=O)N2Cc1ccc(O)cc1 | -13%[44.1 µM]
COC(=O)CNC(=O)N1CCCC1c1nc(CCOCC2CC2)no1 (stereo not given) | -2%
COC(=O)c1ccc(CSc2nc3c(c(=O)[nH]2)CCC3)cc1 | 28%
CC(C)CNC1(Cc2cc(CN(C)C)on2)COC1 | 12%[44.1 µM]

A few values from the results shown.
Under Pf Dd2 growth, `Cc1nc(C(=O)N2C[C@@H](COCC3CC3)[C@H](c3ccccn3)C2)co1` is entered as -6%
Under Pf Dd2 growth, `O=C(NCC1CCCO1)c1ccc(CN2C(=O)NC3(CCOCC3)C2=O)cc1` (stereo not given) is entered as 31%
Under Pf Dd2 growth, `COCCN1C[C@H]2CN(Cc3ccc(C(=O)O)cc3)CCN2C1=O` is entered as -23%[44.1 µM]

Retrieved by compound from the entries so far:
SMILES | Pf Dd2 growth
Cc1nc(C(=O)N2C[C@@H](COCC3CC3)[C@H](c3ccccn3)C2)co1 | -6%
Cc1cnc(C2CCN(C(=O)NCC(C)C)C2)n1C(C)C (stereo not given) | -16%

(list continues)
SMILES | Pf Dd2 growth
COCCN1CC2(CCC1=O)CCN(C(=O)C1CC=CCC1)CC2 (stereo not given) | -2%
COc1ccccc1CC(=O)N1CCC[C@H]1c1nc(-c2ccc(C)cc2)no1 | i
COc1cccc(-c2[nH]ncc2CN)c1 | 3%
CCNC(=O)CC1=C2CCCCC2N(C)C1=O (stereo not given) | -17%
COC(=O)c1nc(NC(=O)Cn2nc3c(cc2=O)CCCC3)sc1-c1ccccc1 | -3%
Cc1cc(Cl)ccc1NS(=O)(=O)c1cc2[nH]c(=O)c(=O)[nH]c2cc1C | 8%
O=C(c1ccn(C(F)F)n1)N1CCc2nc(-c3ccc(Cl)cc3)[nH]c2C1 | 13µM*
COC(=O)[C@@H]1Cc2ncn(C)c2CN1C(=O)c1ccc(-c2ccccc2)cc1 | -25%[44.1 µM]
CC(C)(C)NS(=O)(=O)C1CCS(=O)(=O)C1 (stereo not given) | 1%

Among those listed so far, 8 have a thiophene ring, fused or not.
SMILES | Pf Dd2 growth
Cn1cc(-c2ccsc2)c2nc(CN3CCNC(=O)C3)cn2c1=O | i
O=C(NCc1ccccc1)C(=O)NCC(c1cccs1)S(=O)(=O)c1cccs1 (stereo not given) | 24%
O=C(Nc1ccc2n(c1=O)C[C@H]1C[C@@H]2CN(C(=O)COc2ccccc2)C1)c1cccs1 | ?
O=C(OCc1cc(=O)n2nc(-c3cccs3)sc2n1)c1ccccc1 | -15%
COc1ccccc1N1CCN(C(=O)c2sc3nc4n(c(=O)c3c2C)CCC4)CC1 | ?
COc1ccc(C)cc1N(C)C(=O)c1sc2nc3n(c(=O)c2c1C)CCCCC3 | -7%
COC(=O)c1ccccc1NC(=O)COCc1cc(-c2cccs2)on1 | 105%[activator]
COc1ccc(C2(C(=O)NCc3ccsc3)CCOCC2)cc1 | 12%
